Screens: PubChem BioAssay, Broad Institute
Casp6 inh: blocks human caspase-6 cleavage activity | purified caspase-6, Z-VEID-R110 cleavage fluorescence | inhibition, % at 12.5 µM | 350,000 tested, 0.53% active;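 active = mean inhibition across replicates at least about 35%, with every replicate also reaching that limit, limit read from the data; inconclusive = only one of the two criteria met; inactive = neither criterion met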;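 also: 0% = median of neutral control wells and 100% = no fluorescence left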
Target sequence (P55212 24-179 limits assumed): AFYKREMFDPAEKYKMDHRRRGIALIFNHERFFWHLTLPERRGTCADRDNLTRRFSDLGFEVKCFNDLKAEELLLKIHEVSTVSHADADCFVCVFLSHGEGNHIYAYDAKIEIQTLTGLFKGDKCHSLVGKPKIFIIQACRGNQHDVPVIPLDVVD
Target sequence (P55212 194-293 limits assumed): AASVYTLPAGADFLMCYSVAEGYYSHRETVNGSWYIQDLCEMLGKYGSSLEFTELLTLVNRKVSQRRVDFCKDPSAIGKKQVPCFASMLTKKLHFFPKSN
ERp5 block: ERp5 (human) disulfide isomerase inhibition; Q15084; ERp5 insulin aggregation, absorbance 650 nm, 90 min; inhibition, % at 9.99 µM; 350,000 tested, 0.05% active; AID 651711;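 active = mean replicate inhibition above about 25%, with every replicate also reaching it, limit read from the data, passing the limit was not always enough; inconclusive = only one of those two criteria met; inactive = neither criterion met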
Target sequence (Q15084 whole entry, looked up): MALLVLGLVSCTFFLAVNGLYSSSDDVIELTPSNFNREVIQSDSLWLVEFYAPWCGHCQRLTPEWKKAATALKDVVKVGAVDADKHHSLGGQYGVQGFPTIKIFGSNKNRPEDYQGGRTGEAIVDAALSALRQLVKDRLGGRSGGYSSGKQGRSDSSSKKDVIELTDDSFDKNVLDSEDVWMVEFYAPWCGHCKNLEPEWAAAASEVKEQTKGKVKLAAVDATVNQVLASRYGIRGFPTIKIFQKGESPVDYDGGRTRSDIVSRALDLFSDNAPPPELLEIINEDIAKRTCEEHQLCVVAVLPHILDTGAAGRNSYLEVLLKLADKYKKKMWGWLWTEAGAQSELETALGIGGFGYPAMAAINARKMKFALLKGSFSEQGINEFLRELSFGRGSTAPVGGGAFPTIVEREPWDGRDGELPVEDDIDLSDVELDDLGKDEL
DENV2 CPE: DENV2-induced cell death inhibition | CPE inhibition, % at 9.99 µM | DENV2-infected cells, cytopathic effect rescue, plate reader | 350,000 tested, 1.7% active | AID 651640; in the data active = CPE inhibition above about 20%, passing the limit was not always enough; inconclusive = no clear call, values can overlap the other calls; tested in BHK-21 cells;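 also: 0% = median of neutral control wells and 100% = median of positive control wells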
ERAP1 inh: blocks human ERAP1 aminopeptidase activity; inhibition, % at 10.7 µM; recombinant ERAP1, Leu-AMC fluorescence, 60 min; 340,000 tested, 0.15% active; Q9NZ08;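 active = mean replicate inhibition of at least 30%, or all replicates individually reaching that 30% level; inactive = mean below 30% and not every replicate reaching it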;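 also: 0% = neutral control wells and 100% = L-leucinethiol positive control wells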
miR-122 sensor: miR-122 inhibition in Huh7 cells; Huh7 miR-122 Renilla luciferase sensor, 48 h; neutral wells = 0, positive control = 100; activation (reporter increase), % at 12.5 µM; 340,000 tested, 0.3% active; AID 602342;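 active = mean replicate activation score at least 90 and every replicate individually at or above 90; inconclusive = only one of the two criteria met; inactive = neither criterion met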;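 also: higher luciferase means less miR-122 activity so hits act as miR-122 inhibitors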
CFTR F508del cor: CFTR F508del correction in bronchial cells; 350,000 tested, 0.36% active; AID 720511; activity (quench increase), % at 7.58 µM; CFBE cells, YFP halide quenching; stimulated with forskolin plus potentiator P3; % fluorescence drop versus neutral controls;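 active = mean added fluorescence quench of at least 8% versus neutral control, with both replicates also reaching 8%; inconclusive = only one of the mean or replicate conditions met; inactive = mean below 8% and not both replicates reaching 8%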;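 also: cells transiently co-express mutant CFTR-F508del with the halide-sensitive YFP; corrector assay measuring rescue of mutant channel to the surface after 24 h compound exposure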
SIRT5 inh: sirtuin-5 (human) deacylase inhibition; inhibition, % at 15 µM; 330,000 tested, 1.1% active; Purified SirT5, succinyl-peptide AMC, trypsin-coupled fluorescence; AID 652115; in the data active = inhibition above about 15%; inconclusive = no clear call, values can overlap the other calls
Target sequence (Q9NXA8 whole entry, looked up): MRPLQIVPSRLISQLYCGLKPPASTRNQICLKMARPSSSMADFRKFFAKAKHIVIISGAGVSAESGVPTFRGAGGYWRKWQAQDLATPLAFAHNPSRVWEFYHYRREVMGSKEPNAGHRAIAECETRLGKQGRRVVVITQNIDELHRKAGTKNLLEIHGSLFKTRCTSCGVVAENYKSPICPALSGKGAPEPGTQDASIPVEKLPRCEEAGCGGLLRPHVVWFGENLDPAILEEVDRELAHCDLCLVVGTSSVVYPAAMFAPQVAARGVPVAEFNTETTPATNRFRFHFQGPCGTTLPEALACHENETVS
* hit, by the source's call; [ ] = remark or other dose.

Results for C[C@@H]1CN([C@H](C)CO)C(=O)c2cccc(NC(=O)C3CCOCC3)c2O[C@@H]1CN(C)Cc1ccc2c(c1)OCO2 ?
Casp6 inh: 1; ERp5 block: 2; DENV2 CPE: 3; ERAP1 inh: 3; miR-122 sensor: 7[16.7 µM]; CFTR F508del cor: -0.4

Results for O=C(COC(=O)c1cc(S(=O)(=O)N2CCOCC2)ccc1Cl)Nc1ccc(Cl)cn1 ?
Casp6 inh: 1; ERp5 block: -1; DENV2 CPE: -8; ERAP1 inh: 0; miR-122 sensor: -1; CFTR F508del cor: 3.1; SIRT5 inh: -7

How did COc1cc(/C=N/OCC(=O)NC23CC4CC(CC(C4)C2)C3)ccc1OCc1ccccc1 do in these assays?
Casp6 inh: 4; ERp5 block: 2; ERAP1 inh: -3; miR-122 sensor: -2; SIRT5 inh: -2

How did COc1cc(-c2cc(NC=O)c3ncc(-c4cccc(C(F)(F)F)c4)n3c2)cc(OC)c1OC do in these assays?
Casp6 inh: 0; ERp5 block: -1; DENV2 CPE: inconclusive; ERAP1 inh: 2; miR-122 sensor: -2; CFTR F508del cor: 1.1

What do the screens show for `CCNC(=O)C[C@@H]1CC[C@H]2[C@@H](COC[C@@H](O)CN2C(=O)Nc2ccc(C(F)(F)F)cc2)O1`?
Casp6 inh: 5; ERp5 block: -4; DENV2 CPE: 5; ERAP1 inh: 4; miR-122 sensor: 17[16.7 µM]; CFTR F508del cor: -3.6; SIRT5 inh: -2

What do the screens show for `COc1ccc(CC(=O)N/N=C(\C)c2ccc(Br)s2)cc1`?
Casp6 inh: 6; DENV2 CPE: -3; ERAP1 inh: 2; miR-122 sensor: -9; CFTR F508del cor: -0.6; SIRT5 inh: -3

What do the screens show for `CC[C@]12c3[nH]c4ccc(Cl)cc4c3CCN1C(=O)[C@@H](CC(=O)NCc1cccc(C(F)(F)F)c1)C[C@@H]2C(=O)N1CCN(C(=O)C2CC2)CC1`?
Casp6 inh: 0; ERp5 block: -2; DENV2 CPE: -6; miR-122 sensor: -10; CFTR F508del cor: -5.3

Results for C[C@H](CO)N1C[C@H](C)[C@@H](CN(C)Cc2ccccc2)Oc2ccc(NC(=O)c3ccncc3)cc2C1=O ?
Casp6 inh: 0; ERp5 block: -1; DENV2 CPE: 13; ERAP1 inh: 0; miR-122 sensor: -3[16.7 µM]; CFTR F508del cor: -1.8; SIRT5 inh: -3

Results for CCSc1oc(-c2ccco2)nc1S(=O)(=O)c1ccc(C)cc1 ?
Casp6 inh: -1; ERp5 block: -4; DENV2 CPE: -1; ERAP1 inh: -3; miR-122 sensor: -3; CFTR F508del cor: 2.3; SIRT5 inh: -7

What do the screens show for `ON=C1c2ccccc2-c2ccc(Br)cc21`?
Casp6 inh: 0; ERp5 block: 2; DENV2 CPE: -8; ERAP1 inh: -5; CFTR F508del cor: 0.3; SIRT5 inh: -2

How did O=C(N/N=C/c1cc2c(cc1Br)OCO2)C1COc2ccccc2O1 (stereo not given) do in these assays?
Casp6 inh: -3; ERp5 block: 3; DENV2 CPE: -2; ERAP1 inh: 4; CFTR F508del cor: 1.5; SIRT5 inh: 1

Results for COCC(=O)Nc1ccc2c(c1)OC[C@H](C)N(C(=O)Cc1ccccn1)C[C@H](C)[C@@H](OC)CN(C)C2=O ?
Casp6 inh: -2; ERp5 block: 3; DENV2 CPE: 7; ERAP1 inh: -1; miR-122 sensor: -1[16.7 µM]; CFTR F508del cor: 0.0; SIRT5 inh: -13

How did C[C@@H]1CN([C@@H](C)CO)C(=O)Cc2cc(NS(=O)(=O)c3ccccc3)ccc2O[C@@H]1CN(C)C(=O)Nc1ccccc1 do in these assays?
Casp6 inh: 1; ERp5 block: -2; DENV2 CPE: -5; ERAP1 inh: 2; miR-122 sensor: 2[16.7 µM]; CFTR F508del cor: 2.1; SIRT5 inh: -4

How did Cc1ccnc(NC(=O)c2ccc3[nH]c(=O)c(=O)[nH]c3c2)c1 do in these assays?
Casp6 inh: -4; ERp5 block: 6; DENV2 CPE: 0; ERAP1 inh: -1; miR-122 sensor: -6; CFTR F508del cor: -1.0; SIRT5 inh: -6

How did CCOC(=O)CSc1nnc(Cn2c(=O)sc3ccccc32)n1C do in these assays?
Casp6 inh: -1; ERp5 block: 1; DENV2 CPE: 0; ERAP1 inh: -2; CFTR F508del cor: -1.7

How did C[C@@H]1CN([C@H](C)CO)C(=O)c2cccc(NS(=O)(=O)c3cn(C)cn3)c2O[C@@H]1CN(C)C(=O)Nc1ccc(F)cc1 do in these assays?
Casp6 inh: -1; ERp5 block: -18; DENV2 CPE: -9; ERAP1 inh: -1; miR-122 sensor: -2[16.7 µM]; CFTR F508del cor: -3.2; SIRT5 inh: 1

How did C[C@@H]1CN([C@@H](C)CO)S(=O)(=O)c2ccc(C3=CCCC3)cc2O[C@H]1CN(C)S(=O)(=O)c1cn(C)cn1 do in these assays?
Casp6 inh: 2; ERp5 block: 1; DENV2 CPE: -5; ERAP1 inh: 2; miR-122 sensor: 11[16.7 µM]; CFTR F508del cor: -0.8; SIRT5 inh: 1

What do the screens show for `C/C=C/c1ccc([C@H]2[C@H](CO)N3C(=O)CN(Cc4ccccc4)C[C@@H]23)cc1`?
Casp6 inh: 0; ERp5 block: -1; DENV2 CPE: -1; ERAP1 inh: -2; CFTR F508del cor: -3.7; SIRT5 inh: -2

How did CC(=O)c1ccc(NC(=S)Nc2cccc(Cl)c2C)cc1 do in these assays?
Casp6 inh: 1; ERp5 block: 7; DENV2 CPE: -9; ERAP1 inh: 0; miR-122 sensor: -1; CFTR F508del cor: 0.3; SIRT5 inh: -3

How did COc1cc(CN2CCCCCC2)cc(OC)c1 do in these assays?
Casp6 inh: -15; ERp5 block: 0; DENV2 CPE: 16; ERAP1 inh: 3; miR-122 sensor: -4; CFTR F508del cor: 0.7; SIRT5 inh: -1

The closing 3 compounds of the section above open the next one.
What do the screens show for `C/C=C/c1ccc([C@H]2[C@H](CO)N3C(=O)CN(Cc4ccccc4)C[C@@H]23)cc1`?
Casp6 inh: 0; ERp5 block: -1; DENV2 CPE: -1; ERAP1 inh: -2; CFTR F508del cor: -3.7; SIRT5 inh: -2

How did CC(=O)c1ccc(NC(=S)Nc2cccc(Cl)c2C)cc1 do in these assays?
Casp6 inh: 1; ERp5 block: 7; DENV2 CPE: -9; ERAP1 inh: 0; miR-122 sensor: -1; CFTR F508del cor: 0.3; SIRT5 inh: -3

How did COc1cc(CN2CCCCCC2)cc(OC)c1 do in these assays?
Casp6 inh: -15; ERp5 block: 0; DENV2 CPE: 16; ERAP1 inh: 3; miR-122 sensor: -4; CFTR F508del cor: 0.7; SIRT5 inh: -1

Results for Cc1c(NC(=O)C(C)OC(=O)c2ccc(NC(=O)CC#N)cc2)c(=O)n(-c2ccccc2)n1C (stereo not given) ?
Casp6 inh: -28; ERp5 block: -1; DENV2 CPE: 2; ERAP1 inh: 1; CFTR F508del cor: 0.5; SIRT5 inh: 0

How did O=C(Cc1ccccc1)N[C@@H]1CC[C@H](CC(=O)N2CCOCC2)O[C@@H]1CO do in these assays?
Casp6 inh: -2; ERp5 block: 0; DENV2 CPE: 0; ERAP1 inh: 1; CFTR F508del cor: -1.2; SIRT5 inh: 8

Results for COc1ccc(NC(=S)N(C)CC2COc3ccccc3O2)cc1 (stereo not given) ?
Casp6 inh: 1; ERp5 block: -4; DENV2 CPE: -4; ERAP1 inh: -1; miR-122 sensor: -4; CFTR F508del cor: -1.3; SIRT5 inh: -1

What do the screens show for `CC(C)Nc1nc(NNc2nc(Cl)nc(NC(C)(C)C)n2)nc(NC(C)C)n1`?
Casp6 inh: -3; ERp5 block: 1; DENV2 CPE: 2; miR-122 sensor: 0; CFTR F508del cor: -2.0; SIRT5 inh: 3

Results for O=C(CSc1ccc(-c2cccnc2)nn1)Nc1ccc(F)cc1 ?
Casp6 inh: 0; ERp5 block: 4; DENV2 CPE: 4; ERAP1 inh: 3; miR-122 sensor: 8; CFTR F508del cor: -3.5; SIRT5 inh: 2

How did O=C(N/N=C/c1ccc([N+](=O)[O-])cc1)c1ccccc1OCc1ccccc1 do in these assays?
Casp6 inh: 0; ERp5 block: 8; DENV2 CPE: 3; ERAP1 inh: 0; miR-122 sensor: -2; CFTR F508del cor: 3.1; SIRT5 inh: -3

Results for N#Cc1ccc(C(C(=O)NCc2ccccc2)n2c(=O)c(-c3cc4ccccc4[nH]3)nc3ccccc32)cc1 (stereo not given) ?
Casp6 inh: 4; ERp5 block: 2; DENV2 CPE: 4; ERAP1 inh: -2; CFTR F508del cor: 3.8

How did CCCN(Cc1cc2ccccc2[nH]c1=O)C(=O)c1cccc([N+](=O)[O-])c1 do in these assays?
Casp6 inh: 0; ERp5 block: 12; DENV2 CPE: 2; ERAP1 inh: -1; miR-122 sensor: -4; CFTR F508del cor: 0.9; SIRT5 inh: -2

What do the screens show for `COCCNC(=O)COC(=O)c1ccc(S(=O)(=O)N2CCOCC2)cc1`?
Casp6 inh: 5; ERp5 block: -7; ERAP1 inh: 1; miR-122 sensor: -4; CFTR F508del cor: -2.5; SIRT5 inh: 0

Results for Cc1ccc(OCC(=O)Nc2ccc(N3CCN(S(C)(=O)=O)CC3)cc2)cc1C ?
Casp6 inh: -3; ERp5 block: -7; DENV2 CPE: 7; ERAP1 inh: 3; CFTR F508del cor: 0.2; SIRT5 inh: -2

Results for Cc1cccc(OC2CCN(Cc3c(C(=O)N4CCCC4)nc4ccccn34)CC2)c1 ?
Casp6 inh: 3; ERp5 block: -1; DENV2 CPE: 7; ERAP1 inh: -4; CFTR F508del cor: -0.2; SIRT5 inh: 3

Results for COc1ccccc1NS(=O)(=O)c1cc(NC(=O)c2cccc(S(=O)(=O)N(C)C)c2)ccc1N1CCOCC1 ?
Casp6 inh: -1; ERp5 block: 2; DENV2 CPE: -1; ERAP1 inh: -1; miR-122 sensor: 135*; CFTR F508del cor: 0.9; SIRT5 inh: -1

What do the screens show for `CC(C)(CNC(=O)CNC(=O)c1ccc(Cl)cc1Cl)N1CCOCC1`?
Casp6 inh: -1; ERp5 block: -1; DENV2 CPE: 7; ERAP1 inh: -1; CFTR F508del cor: -1.2; SIRT5 inh: 0

How did CO[C@H]1CN(C)C(=O)c2ccc(NC(=O)c3ccno3)cc2OC[C@@H](C)N(S(C)(=O)=O)C[C@@H]1C do in these assays?
Casp6 inh: 2; ERp5 block: 0; DENV2 CPE: -3; ERAP1 inh: 2; miR-122 sensor: -2[16.7 µM]; CFTR F508del cor: 2.8; SIRT5 inh: -1

What do the screens show for `O=c1c2ccccc2nc(-c2ccco2)n1CCc1ccc(O)cc1`?
Casp6 inh: -1; ERp5 block: -1; DENV2 CPE: 2; ERAP1 inh: -1; miR-122 sensor: -10; CFTR F508del cor: -1.0; SIRT5 inh: -3

Results for CCOc1ccccc1/C=N/NC(=O)CNC(=O)c1ccc(S(=O)(=O)N2CCOCC2)cc1 ?
Casp6 inh: 2; ERp5 block: 1; DENV2 CPE: -6; ERAP1 inh: 0; miR-122 sensor: 5; CFTR F508del cor: 1.7; SIRT5 inh: -6

How did COc1ccc(NC(=O)N[C@@H]2CC[C@H](CCn3cc(-c4ccc(F)cc4)nn3)O[C@H]2CO)cc1 do in these assays?
Casp6 inh: -2; ERp5 block: 5; DENV2 CPE: 1; ERAP1 inh: -5; CFTR F508del cor: 1.7; SIRT5 inh: 2

How did O=C1CC2CCCC(C1)S2=O (stereo not given) do in these assays?
Casp6 inh: 7; ERp5 block: 2; DENV2 CPE: 7; ERAP1 inh: -1; miR-122 sensor: -9; CFTR F508del cor: -1.4

How did CC12CCC(=O)N1C(C(=O)Nc1ccc(F)cc1)CS2 (stereo not given) do in these assays?
Casp6 inh: 1; ERp5 block: 4; DENV2 CPE: -6; ERAP1 inh: -3; miR-122 sensor: 1; CFTR F508del cor: 1.6; SIRT5 inh: 1

Reprinted at random: 2 compounds from above
Results for Cc1cccc(OC2CCN(Cc3c(C(=O)N4CCCC4)nc4ccccn34)CC2)c1 ?
Casp6 inh: 3; ERp5 block: -1; DENV2 CPE: 7; ERAP1 inh: -4; CFTR F508del cor: -0.2; SIRT5 inh: 3

Results for Cc1ccc(OCC(=O)Nc2ccc(N3CCN(S(C)(=O)=O)CC3)cc2)cc1C ?
Casp6 inh: -3; ERp5 block: -7; DENV2 CPE: 7; ERAP1 inh: 3; CFTR F508del cor: 0.2; SIRT5 inh: -2

Rows were taken by chance (roughly 4% active in at least one column).
